Bioassay records (PubChem)
PRC2 inh – EZH2 (human) methyltransferase inhibition; Q15910; PRC2 H3K27 methylation, DELFIA TRF, 1 h; inhibition, % at 12.5 µM; actives 0.35% (n = 57,000); AID 651548;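 active = mean inhibition of replicates at least 50% and every single replicate also reaching 50%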;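 note: dimethyl H3K27 on biotinylated H3 21-44 peptide detected by antibody; plate controls were median neutral control wells for no effect and median positive control wells for full effect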
Target sequence (Q15910 whole entry, looked up): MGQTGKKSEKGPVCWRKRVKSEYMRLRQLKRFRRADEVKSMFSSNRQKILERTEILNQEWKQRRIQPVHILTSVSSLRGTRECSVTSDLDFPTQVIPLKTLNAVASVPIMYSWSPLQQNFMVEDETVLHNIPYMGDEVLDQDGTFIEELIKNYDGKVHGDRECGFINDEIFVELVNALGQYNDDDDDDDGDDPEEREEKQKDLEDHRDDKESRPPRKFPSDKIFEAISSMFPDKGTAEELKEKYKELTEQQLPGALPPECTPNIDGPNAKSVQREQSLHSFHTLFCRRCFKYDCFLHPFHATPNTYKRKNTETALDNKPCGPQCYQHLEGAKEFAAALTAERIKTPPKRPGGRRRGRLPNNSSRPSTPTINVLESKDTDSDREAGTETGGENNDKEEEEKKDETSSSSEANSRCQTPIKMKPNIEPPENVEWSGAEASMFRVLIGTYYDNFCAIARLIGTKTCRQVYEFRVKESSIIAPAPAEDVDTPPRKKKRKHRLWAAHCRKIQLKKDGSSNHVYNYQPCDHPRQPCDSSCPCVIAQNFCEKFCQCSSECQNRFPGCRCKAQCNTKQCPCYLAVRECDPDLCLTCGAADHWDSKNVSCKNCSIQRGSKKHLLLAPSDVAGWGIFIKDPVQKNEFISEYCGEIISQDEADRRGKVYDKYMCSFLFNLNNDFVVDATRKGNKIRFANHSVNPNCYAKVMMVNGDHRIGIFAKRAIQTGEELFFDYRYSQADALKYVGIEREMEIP
IDH1 mut inh – blocks human IDH1 R132H reductase activity. O75874. diaphorase/resazurin fluorescence, 60 min. inhibition, % at 10 µM. actives 0.18% (n = 70,000). AID 624101; in the data active = inhibition above about 34%;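 note: 0% = DMSO and 100% = no enzyme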
* = called active by the depositor; / = no result given; & = joins results of further samples. This is a subset. The share of hits here may be higher or lower than overall.

SMILES	PRC2 inh	IDH1 mut inh
O=C1C(c2c(O)[nH]c3ccccc23)=Nc2ccccc21	2	0.8&-0.6
COc1ccc(NC(=O)N(C)C[C@H]2OCc3ccccc3-c3c(n(C)c4ccccc34)C(=O)N([C@@H](C)CO)C[C@H]2C)cc1	-38	/
CCN(Cc1ccccc1)C(=O)CSC1=Nc2ccccc2C2=NC(c3ccccc3)C(=O)N12 (stereo unspecified)	4	-1.5
Cc1ccc(S(=O)(=O)N[C@H]2CC[C@@H](CCn3cc(C(C)C)nn3)O[C@H]2CO)cc1	-20	-0.2
O=C(C[C@@H]1C=C[C@H](NC(=O)CN2CCOCC2)[C@@H](CO)O1)NCc1cccc(F)c1	2	-0.1
CC(=O)N(C)C[C@@H]1Oc2cc(C#C[C@H](C)O)ccc2S(=O)(=O)N([C@@H](C)CO)C[C@H]1C	8	-0.2
Cc1ccc(S(=O)(=O)Nc2ccc3c(c2)CC(=O)N([C@H](C)CO)C[C@@H](C)[C@H](CN(C)CC2CCCCC2)O3)cc1	/	0.0
COc1ccccc1C#Cc1ccc2c(c1)O[C@H](CN(C)C)[C@@H](C)CN([C@H](C)CO)S2(=O)=O	-4	-3.6
C[C@H](CO)N1C[C@H](C)[C@H](CN(C)Cc2ccc(-c3ccccc3)cc2)Oc2c(NS(=O)(=O)c3ccc(F)cc3)cccc2C1=O	/	-0.2
O=C(N[C@@H]1C=C[C@H](CC(=O)N2CCOCC2)O[C@H]1CO)c1cccc(F)c1	5	0.5
CCCC#Cc1ccc2c(c1)O[C@@H](CN(C)C(=O)NCCC)[C@H](C)CN([C@H](C)CO)S2(=O)=O	/	0.0
CC(C)c1ccc(OCC(=O)Nc2cccc3ncccc23)cc1	12	0.2
C[C@H]1CN([C@@H](C)CO)C(=O)Cc2cc(NS(=O)(=O)c3ccccc3)ccc2O[C@@H]1CN(C)Cc1ccc(C(=O)O)cc1	/	-0.3
CC(C)CC#Cc1cnc2c(c1)C(=O)N([C@H](C)CO)C[C@@H](C)[C@H](CN(C)C(=O)CC1CC1)O2	/	-0.2
O=C(CC1NC(=O)NC1=O)Nc1ccc(F)cc1 (stereo unspecified)	11	-0.3
CCO[C@@H]1OC(C(=O)Nc2ccccc2)=C[C@H](C2CC2)[C@H]1CCCO	-1	/
Cc1noc(C)c1NC(=O)Nc1ccc2c(c1)C(=O)N([C@@H](C)CO)C[C@@H](C)[C@H](CN(C)Cc1ccc(Cl)c(Cl)c1)O2	-7	/
CO[C@@H](CN(C)S(=O)(=O)c1cn(C)cn1)[C@@H](C)CN(C(=O)Nc1ccc(F)cc1)[C@H](C)CO	3	0.0
C[C@H](CO)N1C[C@H](C)[C@H](CN(C)C)Oc2ccc(NC(=O)CCCCCC(=O)Nc3ccccc3N)cc2CC1=O	2	/
O=C(C1=C[C@@H](c2ccc3c(c2)OCO3)C[C@@H](OCCCCO)O1)N1CCOCC1	4	/
CC(C)NC(=O)N[C@@H]1CC[C@H](CCNS(=O)(=O)Cc2ccccc2)O[C@@H]1CO	-4	-0.5
CCc1nc(SCC(=O)Nc2cccc(C(F)(F)F)c2)c(C#N)cc1C	3	0.1
C[C@H]1CN([C@@H](C)CO)C(=O)c2cccc(NC(=O)c3cnccn3)c2O[C@@H]1CN(C)C(=O)Nc1ccccc1	-7	-1.8
C[C@H]1CN([C@@H](C)CO)C(=O)c2cc(NC(=O)Nc3cccc4ccccc34)ccc2O[C@@H]1CN(C)Cc1ccc(Oc2ccccc2)cc1	/	3.5
NC(=O)COc1ccccc1/C=N/NC(=O)c1ccccc1O	2	/
C=C1C(N)CC2CC1C2(C)C (stereo unspecified)	/	0.3
COc1ccc(S(=O)(=O)N(C)C[C@@H]2Oc3c(NC(=O)c4cnccn4)cccc3C(=O)N([C@H](C)CO)C[C@@H]2C)cc1	/	-2.5
C[C@H](CO)N1C[C@H](C)[C@@H](CN(C)C(=O)Nc2ccc3c(c2)OCO3)Oc2ccc(NC(=O)NC3CCCCC3)cc2CC1=O	/	-0.6
O=C(CSc1nnc(-c2ccc(Cl)cc2)n1-c1ccc(F)cc1)N1CCOCC1	-11	0.5
COc1ccc(-c2nnc(SCC(=O)c3ccc(C)o3)o2)cc1	11	0.2

Single records, from the list above. Order of values: PRC2 inh	IDH1 mut inh
Profile of NC(=O)COc1ccccc1/C=N/NC(=O)c1ccccc1O = 2	/
Profile of CC(C)NC(=O)N[C@@H]1CC[C@H](CCNS(=O)(=O)Cc2ccccc2)O[C@@H]1CO = -4	-0.5

Returning to the listing, starting three compounds before the break.
SMILES	PRC2 inh	IDH1 mut inh
C[C@H](CO)N1C[C@H](C)[C@@H](CN(C)C(=O)Nc2ccc3c(c2)OCO3)Oc2ccc(NC(=O)NC3CCCCC3)cc2CC1=O	/	-0.6
O=C(CSc1nnc(-c2ccc(Cl)cc2)n1-c1ccc(F)cc1)N1CCOCC1	-11	0.5
COc1ccc(-c2nnc(SCC(=O)c3ccc(C)o3)o2)cc1	11	0.2
C[C@@H]1CN([C@H](C)CO)C(=O)c2cc(NC(=O)Nc3ccc(F)cc3)ccc2O[C@@H](C)CCCCO[C@H]1CN(C)C(=O)Nc1ccc(C(F)(F)F)cc1	/	7.2
COc1ccc(S(=O)(=O)N[C@H]2CC[C@H](CCNC(=O)c3ccccc3F)O[C@H]2CO)cc1	1	0.4
COC(=O)c1c(CC[C@@H](CO)NC(=O)N[C@@H](Cc2ccccc2)Cn2cc(C3(O)CCCC3)nn2)oc(C(=O)N2CCOCC2)c1C(=O)OC	0	/
CO[C@@H]1CN(C)C(=O)c2cc(NS(=O)(=O)c3ccccc3)ccc2OC[C@H](C)N(Cc2ccccn2)C[C@@H]1C	-1	0.4
O=C(O)c1ccc2c(c1)C1C3CCC(C3)C1C(c1ccccc1)N2 (stereo unspecified)	10	4.1
CCC(=O)Nc1ccc2c(c1)OC[C@H](C)N(Cc1ccccc1)C[C@H](C)[C@@H](OC)CN(C)C2=O	-6	0.4
CO[C@H]1CN(C)C(=O)c2ccc(NC(=O)C3CCOCC3)cc2OC[C@H](C)N(Cc2nccs2)C[C@H]1C	-1	0.4
C[C@@H]1CN([C@H](C)CO)C(=O)c2cccc(NS(=O)(=O)c3ccccc3)c2O[C@@H]1CN(C)CC1CCCCC1	6	0.0
C[C@@H]1CN([C@@H](C)CO)C(=O)Cc2cc(NC(=O)Nc3ccc4c(c3)OCO4)ccc2O[C@H]1CN(C)Cc1ccccc1	-25	0.0
C[C@H]1CN([C@@H](C)CO)C(=O)CCCn2cc(nn2)CO[C@@H]1CN(C)S(=O)(=O)c1ccccc1	/	-1.4
COC(=O)CSc1cc(C)nc(SC)n1	-16	-0.2
CN(CC(=O)Nc1ncn[nH]1)S(=O)(=O)c1ccc(Br)cc1	8	-0.3
C[C@@H]1CCCCO[C@H](CN(C)S(=O)(=O)c2cccs2)[C@H](C)CN([C@H](C)CO)C(=O)c2cc(NC(=O)Cc3ccccc3)ccc2O1	/	1.1
C[C@@H]1CCCCO[C@@H](CN(C)C(=O)CCCN(C)C)[C@H](C)CN([C@@H](C)CO)C(=O)c2cc(NC(=O)Cc3ccccc3)ccc2O1	/	3.0
CO[C@H]1CN(C)C(=O)c2ccc(NC(=O)C3CCCC3)cc2OC[C@@H](C)N(CCC(F)(F)F)C[C@@H]1C	-23	0.5

Reformatted: five of the compounds above.
Molecule | PRC2 inh | IDH1 mut inh
COc1ccc(S(=O)(=O)N[C@H]2CC[C@H](CCNC(=O)c3ccccc3F)O[C@H]2CO)cc1 | 1 | 0.4
COC(=O)CSc1cc(C)nc(SC)n1 | -16 | -0.2
CO[C@@H]1CN(C)C(=O)c2cc(NS(=O)(=O)c3ccccc3)ccc2OC[C@H](C)N(Cc2ccccn2)C[C@@H]1C | -1 | 0.4
C[C@@H]1CN([C@@H](C)CO)C(=O)Cc2cc(NC(=O)Nc3ccc4c(c3)OCO4)ccc2O[C@H]1CN(C)Cc1ccccc1 | -25 | 0.0
CCC(=O)Nc1ccc2c(c1)OC[C@H](C)N(Cc1ccccc1)C[C@H](C)[C@@H](OC)CN(C)C2=O | -6 | 0.4

(next part)
SMILES	PRC2 inh	IDH1 mut inh
CC1=C(C(=O)OCc2ccccc2)C2(O)C(=O)c3ccccc3C2(O)N1 (stereo unspecified)	24	-0.1
Cc1ccc(C)c(NC(=O)CCCn2cc([N+](=O)[O-])cn2)c1	2	0.1
COc1ccc(NC(=O)Nc2ccc3c(c2)C(=O)N([C@H](C)CO)C[C@@H](C)[C@H](CN(C)S(=O)(=O)c2ccccc2)OCCCC[C@@H](C)O3)cc1	/	0.8
O=C(C[C@@H]1C[C@@H]2c3cc(NC(=O)C4CCC4)ccc3O[C@@H]2[C@H](CO)O1)NCc1ccccn1	3	0.3
COc1ccc(NC(=O)Nc2ccc3c(c2)CC(=O)N([C@@H](C)CO)C[C@@H](C)[C@H](CN(C)Cc2ccc4c(c2)OCO4)O3)cc1	/	4.9
C[C@H]1CN([C@@H](C)CO)S(=O)(=O)c2ccc(C#CC3CC3)cc2O[C@H]1CN(C)Cc1cccc(F)c1	25	-1.5
C[C@@H]1CN([C@@H](C)CO)C(=O)Cc2cc(NC(=O)Cc3cn(C)c4ccccc34)ccc2O[C@@H]1CN(C)Cc1ccc(C(=O)Nc2ccccc2N)cc1	-34	0.3
CN(C)C(=O)[C@@]1(Cc2ccccc2)COC(c2ccc(OCCCO)cc2)=N1	-4	-0.7
C[C@@H]1CN([C@@H](C)CO)C(=O)c2cccc(NC(=O)Nc3ccc(C(F)(F)F)cc3)c2O[C@@H]1CN(C)C(=O)Nc1ccc(F)cc1	/	-0.4
C[C@@H](O)C#Cc1cnc2c(c1)C(=O)N([C@@H](C)CO)C[C@H](C)[C@@H](CN(C)C(=O)Cc1ccncc1)O2	0	5.6
CCC(=O)Nc1ccc2c(c1)C(=O)N(C)C[C@H](OC)[C@H](C)CN(CC1CCOCC1)[C@H](C)CO2	15	/
COc1ccc(CN(C)C[C@@H]2OCCCC[C@@H](C)Oc3ccc(NC(=O)Nc4cccc5ccccc45)cc3C(=O)N([C@@H](C)CO)C[C@@H]2C)cc1	/	0.3
C[C@H](NC(=O)C[C@H]1C=C[C@@H](NS(=O)(=O)c2cccc(F)c2)[C@@H](CO)O1)c1ccccc1	-9	0.2
C[C@@H]1CN([C@H](C)CO)C(=O)c2cccc(NC(=O)C3CCOCC3)c2O[C@@H]1CN(C)S(=O)(=O)c1cn(C)cn1	/	0.6
Cc1ccc(-c2ccc3c(c2)O[C@@H](CN(C)Cc2ccc(F)cc2)[C@H](C)CN([C@@H](C)CO)S3(=O)=O)cc1	/	0.5
COc1ccc(/C=N/NC(=O)c2ccccn2)cc1Br	21	0.1
COc1ccc(NC(=O)N(C)C[C@@H]2OCCCC[C@@H](C)Oc3ccc(NC(=O)Nc4cccc5ccccc45)cc3C(=O)N([C@@H](C)CO)C[C@H]2C)cc1	/	-1.9
CC(C)NC(=O)N(C)C[C@H]1OCc2cnnn2CCCC(=O)N([C@@H](C)CO)C[C@@H]1C	/	-0.2
C[C@@H]1CN([C@H](C)CO)C(=O)Cc2cc(NC(=O)c3ccncc3)ccc2O[C@H]1CN(C)Cc1ccncc1	8	0.1
O=C(N[C@H]1CC[C@H](CCn2cc(C3(O)CCCC3)nn2)O[C@H]1CO)C1CCC1	0	0.1
CNC[C@H]1Oc2ccc(NC(=O)Cc3ccccc3)cc2C(=O)N([C@@H](C)CO)C[C@H]1C	5	0.4
COc1ccc(NC(=O)N(C)C[C@@H]2Oc3c(NC(=O)Nc4c(C)noc4C)cccc3C(=O)N([C@H](C)CO)C[C@H]2C)cc1	/	-0.7
Cc1noc(C)c1NC(=O)N(C)C[C@H]1OCCCC[C@@H](C)Oc2ccc(NC(=O)NC(C)C)cc2C(=O)N([C@H](C)CO)C[C@H]1C	/	4.1
C[C@@H]1CN([C@@H](C)CO)C(=O)c2cc(NS(=O)(=O)c3ccc(F)cc3)ccc2O[C@@H]1CN(C)Cc1ccncc1	13	0.0
CCOC(=O)c1ccc(NC(=O)Cn2c(=O)oc3ccccc32)cc1	6	0.2
CO[C@H]1CN(C)C(=O)c2cc(NC(=O)Nc3cc(F)ccc3F)ccc2OC[C@@H](C)N(C)C[C@H]1C	3	-0.7
C[C@@H]1CN([C@@H](C)CO)C(=O)c2cc(NS(=O)(=O)c3ccccc3)ccc2O[C@@H]1CN(C)C(=O)Nc1ccc(C(F)(F)F)cc1	/	3.7
COC(=O)C1=CC(O[C@@H]2O[C@H](CO)[C@@H](O)[C@H](O)[C@H]2O)=C[C@H]2[C@]3(C)C[C@@H](c4ccoc4)OC(=O)[C@H]3CC[C@@]12C	/	0.1
CCC(=O)N(C)C[C@@H]1Oc2ncc(C#Cc3ccccc3)cc2C(=O)N([C@@H](C)CO)C[C@H]1C	-14	-4.0
CCCC(=O)Nc1ccc2c(c1)C(=O)N(C)C[C@@H](OC)[C@@H](C)CN(Cc1ccccn1)[C@@H](C)CO2	0	-0.1
C[C@@H](NC(=O)C[C@H]1C[C@H]2c3cc(NC(=O)C4CCOCC4)ccc3O[C@H]2[C@@H](CO)O1)c1ccccc1	2	0.4
COc1ccc(NC(=O)Nc2ccc3c(c2)[C@H]2C[C@H](CC(=O)NCc4ccncc4)O[C@H](CO)[C@H]2O3)cc1	17	1.9
C[C@@H]1CN([C@@H](C)CO)C(=O)c2ccccc2-c2ccccc2CO[C@@H]1CN(C)C(=O)Nc1cccc(F)c1	-21	0.0
CO[C@H]1CN(C)C(=O)c2cc(NC(C)=O)ccc2OC[C@H](C)N(C(=O)C2CC2)C[C@@H]1C	3	-0.2
COc1ccc(S(=O)(=O)Nc2ccc3c(c2)CC(=O)N([C@@H](C)CO)C[C@H](C)[C@@H](CN(C)S(=O)(=O)c2ccccc2)O3)cc1	/	0.2
